Bioassay records deposited in PubChem BioAssay by Vanderbilt High Throughput Screening Facility.
DAT uptake mod – changed human dopamine transporter uptake under cocaine IC80; Q01959; LLC-PK1 hDAT cells, [14C]-dopamine uptake with cocaine IC80; actives deviate in either direction; B-score at 10 µM; 1.3% of 110,000 active;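 active = Z score or B-score, a plate-position-corrected score, falls beyond the plate's 99.7% confidence bounds, in either direction; inactive = both scores lie inside the 99.7% bounds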;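 also: scored against the spread of the other compound wells on the same plate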
Target sequence (Q01959 whole entry, looked up): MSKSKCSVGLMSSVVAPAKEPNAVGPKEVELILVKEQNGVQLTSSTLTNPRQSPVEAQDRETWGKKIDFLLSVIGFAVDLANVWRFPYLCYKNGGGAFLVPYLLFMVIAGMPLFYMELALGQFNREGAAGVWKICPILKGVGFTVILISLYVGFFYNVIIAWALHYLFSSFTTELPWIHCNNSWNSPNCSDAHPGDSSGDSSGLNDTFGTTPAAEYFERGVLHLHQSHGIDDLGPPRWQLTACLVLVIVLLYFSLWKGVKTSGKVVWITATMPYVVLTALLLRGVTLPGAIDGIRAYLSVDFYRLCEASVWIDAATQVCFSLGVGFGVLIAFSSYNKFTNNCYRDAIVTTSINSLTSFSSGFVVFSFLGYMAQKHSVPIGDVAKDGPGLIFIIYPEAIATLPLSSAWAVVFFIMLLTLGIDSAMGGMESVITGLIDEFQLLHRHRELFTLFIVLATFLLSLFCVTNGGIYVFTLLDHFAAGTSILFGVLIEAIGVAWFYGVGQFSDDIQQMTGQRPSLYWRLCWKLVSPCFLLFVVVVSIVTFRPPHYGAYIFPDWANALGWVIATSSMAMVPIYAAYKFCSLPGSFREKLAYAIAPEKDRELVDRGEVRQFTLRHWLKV
Numbers without * were called inactive. This is a subset, so the mix of outcomes need not match the whole.

SMILES	DAT uptake mod
Cc1ccc(/C=C/C(=O)Nc2ccc(O)c3c(=O)cc(-c4ccccc4Cl)oc23)cc1	1.5
CC(C)(C)OC(=O)CNC(=O)c1[nH]cnc1C(=O)N[C@@H](CCCCNC(=O)OC(C)(C)C)C(=O)OC(C)(C)C	2.8*
CC(C)=CCc1cc2c(=O)c3c(O)c4c(cc3oc2c(O)c1O)OC(C)C4(C)C (stereo not drawn)	1.5
CCO[C@@H]1OC(C(=O)NC2CC2)=C[C@H](C2CC2)[C@H]1CCCO	-0.23
Clc1cccc(N2CCN(Cc3nnc(-c4ccccc4)o3)CC2)c1	-0.099
COC(=O)CCCC1=CC2=CC(=O)C(C)(OC(=O)C3CCCC3)C(=O)C2=CO1 (stereo not drawn)	0.64
CC1(C)c2[nH]c3ccccc3c2C[C@H]2C(=O)N(Cc3cccc(F)c3)C(=O)N21	0.75
Cc1cc(C)c(C2=CC(c3ccccc3)n3ncnc3N2)cc1C (stereo not drawn)	-0.097
CCOC(=O)N1CCN(c2c(-c3ccc(C)cc3)c(=O)c2=O)CC1	0.28
C/C=C\C(=O)Nc1cccc(C2=NOC3(C2)C[C@@H](C(N)=O)N(C(=O)CCCCC)C3)c1 (stereo partly drawn)	0.071
O=C(N[C@@H](c1ccccc1)[C@@H]1C[C@H]1C(=O)NCc1ccccn1)OCc1ccccc1	0.48
CCC1=C(OC(=O)N(CC)CC)N2C(=O)OC(=NCC3CC3)[C@]2(Cc2ccccc2)[C@H]2C1=CC[C@H]1C(=O)NC(=O)[C@H]12	-0.43
C=C1CCN([C@@H](C)C(=O)OCc2ccc(C)cc2)S(=O)(=O)c2ccccc21	0.6
CCC(C)(C)N=C(NC#N)Nc1cccnc1	0.33
CN(C)c1ccc(-c2cccc(C3CC=CC4C3C(=O)N(Cc3ccccc3)C4c3ccc4ccccc4c3)c2)cc1 (stereo not drawn)	-0.73
O=C(NCc1nc2ccccc2[nH]1)C1=C[C@H](c2ccccc2)C[C@H](OCCCCO)O1	0.06
COc1ccc(C(=O)NCc2nnc(SCC(=O)Nc3nnc(C)s3)o2)cc1	-0.066
O=C(NC1CC1)C1=C[C@H](C2CCCCC2)C[C@H](OCCCCO)O1	2.3
COc1cc2cccc(OC)c(=O)c2c(OC)c1OC	-0.87
COc1cccc(SCc2noc(C(=O)NCCC(C)C)c2C(=O)NCCC(C)C)c1	0.39
C#CCOCCOCCOCCNc1nc(N2CCN(C(=O)C([C@@H](C)CC)n3cc(C(N)Cc4ccc(O)cc4)nn3)CC2)nc(N2CCN(C(=O)[C@H](CCC(=O)O)n3cc(C(N)Cc4ccc(O)cc4)nn3)CC2)n1 (stereo partly drawn)	0.00022
COc1ccccc1N1CCN(CCCCN2C(=O)c3ccccc3C2=O)CC1	0.53
O=S1(=O)CCOC[C@H](Cc2ccccc2)N1Cc1cccc(C(F)(F)F)c1	-1.2
COC(C[C@@H]1O[C@H]1C(=O)[C@@H](C)OCc1ccccc1)OC	-0.15
COc1ccc(C2/C=C\CN(Cc3ccncc3)CC(=O)N2Cc2ccc(F)cc2)cc1 (stereo not drawn)	-0.37

Compounds above that contain an aryl thioether with sulfur outside any ring, in the order listed:
SMILES	DAT uptake mod
COc1ccc(C(=O)NCc2nnc(SCC(=O)Nc3nnc(C)s3)o2)cc1	-0.066
COc1cccc(SCc2noc(C(=O)NCCC(C)C)c2C(=O)NCCC(C)C)c1	0.39

Later entries:
SMILES	DAT uptake mod
C#CCOCCOCCOCCNc1nc(N2CCN(C(=O)[C@H](CCC(=O)O)n3cc(C(N)Cc4ccc(O)cc4)nn3)CC2)nc(N2CCN(C(=O)[C@H](Cc3ccc(O)cc3)n3cc(C(N)CC(C)C)nn3)CC2)n1 (stereo partly drawn)	-1.1
O=C(c1ccc(Cl)c(Cl)c1)N1CCC(=O)N(C(COCc2cccc(C(F)(F)F)c2)Cc2ccccc2)CC1 (stereo not drawn)	-0.57
CNC(C)C#Cc1ccc2c(=O)c3ccccc3oc2c1 (stereo not drawn)	1.2
COc1ccc(NC(=O)c2ccc3c(c2)S(=O)(=O)c2ccccc2C3=O)cc1	-0.0083
C[C@@H](CN1C2=NC[C@H](C)N2C[C@H]1Cc1ccc(O)cc1)NC(=O)CCC1CCCCC1	-0.42
CCNc1ccccc1C(=O)O	0.61
CCN(CC)C(=O)c1[nH]cnc1C(=O)Nc1ccc(OC)cc1	3.1*
CCCC[C@@H]1CN=C(N)N1CCc1cccc(F)c1	-0.0075
CCC1=C(OC(=O)N(CC)CC)N2C(=O)OC(=NCC3CC3)[C@]2(Cc2ccccc2)[C@H]2C1=CC[C@H]1C(=O)N(CC(=O)OC)C(=O)[C@H]12	0.8
COc1ccccc1N1CCN(C(c2cccs2)C(C)NC(=O)c2cccnc2)CC1 (stereo not drawn)	1
O=C1N[C@@H](Cc2ccccc2)C(=O)N2[C@@H]1C[C@@]1(Br)c3ccccc3N(S(=O)(=O)c3ccccc3)[C@@H]21	-0.98
CCCCCc1cc(=O)oc2c(C(CCN(CC)CC)c3ccc(OC)cc3)c(OC)cc(OC)c12 (stereo not drawn)	0.65
COC(C/C=C/C(=O)[C@H](C)OCc1ccccc1)OC	-0.29
CCc1cccc(N(C)C(N)=Nc2cccc3ccccc23)c1	0.7
C#CCNC(=O)/C=C/c1ccc(OC)cc1	0.49
CCC1(CC)C(=O)C2=C3C1[C@H](C(=O)OC)CC(C(=O)OC)C[C@H]3n1c(=O)n(C)c(=O)n1[C@H]2C (stereo partly drawn)	-0.49
O=c1[nH]c2ccccc2cc1-c1nnn(-c2ccc(Cl)c(Cl)c2)n1	1.8
COc1ccccc1CNC(=O)C1CC(c2ccccc2F)=NO1 (stereo not drawn)	0.32
NC(=O)C(CC(=O)O)NC(=O)[C@@H]1CCOc2c(I)cc([N+](=O)[O-])cc2C(=O)N[C@@H](CCC(=O)O)C(=O)N[C@@H](CO)C(=O)N1 (stereo partly drawn)	0.22
CCO[C@@H]1OC(C(=O)O)=C[C@H](c2csc3ccccc23)[C@H]1CCCO	-1.2
COC(C[C@@H](O)CC(=O)[C@@H](C)OCc1ccccc1)OC	0.33
CC(=O)O[C@H]1CC(C)(C)C(=C=C/C(C)=C/C=C/C(C)=C/C=C/C=C(C)/C=C/C=C(\C)C(=O)C[C@@]23O[C@]2(C)C[C@@H](O)CC3(C)C)[C@](C)(O)C1	0.068
C(#CC1CCCC1)c1ccc2c(c1)COc1c3ccccc3nn1-2	-0.12
Nc1cc2nc3ccccc3oc-2cc1=O	-0.89
COc1cc([C@@H]2c3cc4c(cc3[C@@H](NC3CCN(Cc5ccccc5)CC3)[C@H]3COC(=O)[C@H]23)OCO4)cc(OC)c1O	-1.5
Later entries:
SMILES	DAT uptake mod
COC(=O)[C@@H]1C[C@H]2CC[C@H](O)C[C@H]2N1Cc1ccc(Cl)cc1	0.69
CCCCN1C(=O)C(=O)NC[C@@H]1CCCCN	0.085
CCCCCc1cc(=O)oc2c(C(CCN3CCCCC3)c3ccc4c(c3)OCO4)c(OC)cc(OC)c12 (stereo not drawn)	-0.8
CCC1=CC(c2ccccc2)n2ncnc2N1 (stereo not drawn)	-0.17
C=C/C(C)=C/CC1C(=C)CCC2C(C)(C(=O)O)CCCC12C (stereo not drawn)	-0.34
COC(C/C=C\C(=O)[C@H](C)OCc1ccccc1)OC	-0.0017
COC(=O)[C@@H]1C[C@@]2(O)[C@H](O)[C@H](O)[C@H](O)C[C@H]2N1Cc1ccc(C(C)(C)C)cc1	-0.88
CCN(CC)c1nc(N)c2c(N)nc(OC)cc2c1C#N	-1.8
O=C1c2ccccc2S(=O)(=O)c2cc(C(=O)N3CCC(O)CC3)ccc21	-0.2
C/C=C(\C)C(=O)N1CC2(CC(c3cccc(NC(=O)CC(c4ccccc4)c4ccccc4)c3)=NO2)C[C@H]1C(N)=O (stereo partly drawn)	0.13
COc1c2ccoc2c(OC[C@@H](O)C(C)(C)O)c2oc(=O)ccc12	0.025
COC(=O)C1=COC(OC2OC(CO)C(O)C(O)C2O)C2C1C=CC2(O)CO (stereo not drawn)	0.12
Cc1ccc(CNC(=O)c2ccc3c(c2)S(=O)(=O)c2ccccc2C3=O)o1	-0.059
CC(=O)N1CCN(c2ccc(NC(=O)c3ccccc3Br)cc2Cl)CC1	0.26
CC(C)CC(NC(=O)OC(C)(C)C)c1cn([C@@H](CCCCNC(=O)OC(C)(C)C)C(=O)N2CCN(C(=O)OC(C)(C)C)CC2)nn1 (stereo partly drawn)	1.3
O=C(C1=C[C@H](c2ccccc2)C[C@H](OCCCCO)O1)N1CCOCC1	-0.66
CC(=O)n1cc([C@@H]2C=C(C(=O)Nc3ccccc3)O[C@H](OCCCCO)C2)c2ccccc21	-0.019
COc1cc(NC(=O)c2cc(C)on2)cc(C(=O)Nc2cccc(C(F)(F)F)c2)c1	-0.89
CC1(OC(=O)c2ccco2)C(=O)C=C2C=C(c3ccc(C#N)cc3)OC=C2C1=O (stereo not drawn)	-0.26
CCOC(=O)CN1C(=O)N[C@@H](c2cccs2)C(C(=O)OC)=C1C	0.86
O=C(C1=C[C@H](C2CC2)C[C@H](OCc2ccc(CO)cc2)O1)N1CCN(Cc2ccccc2)CC1	0.75
COC(=O)C1N[C@@H]([C@@H](NC(=O)COc2ccccc2)C(=O)NCc2ccccc2)SC1(C)C (stereo partly drawn)	0.7
Cn1c(=O)c(C(=O)COC(=O)c2cc(C3CC3)nc3ccccc23)c(N)n(Cc2ccccc2)c1=O	1.9
O=C(NCc1nc2ccccc2[nH]1)C1=C[C@@H](c2ccc(C(F)(F)F)cc2)C[C@@H](OCc2ccc(CO)cc2)O1	-0.11
COc1ccc(C(=O)Nc2ccc3oc(-c4cccc(Cl)c4)cc(=O)c3c2O)cc1	-0.66

22 of these compounds in a different format:
mol | DAT uptake mod
CCC1=CC(c2ccccc2)n2ncnc2N1 (stereo not drawn) | -0.17
C=C/C(C)=C/CC1C(=C)CCC2C(C)(C(=O)O)CCCC12C (stereo not drawn) | -0.34
COC(C/C=C\C(=O)[C@H](C)OCc1ccccc1)OC | -0.0017
COC(=O)[C@@H]1C[C@@]2(O)[C@H](O)[C@H](O)[C@H](O)C[C@H]2N1Cc1ccc(C(C)(C)C)cc1 | -0.88
CCN(CC)c1nc(N)c2c(N)nc(OC)cc2c1C#N | -1.8
O=C1c2ccccc2S(=O)(=O)c2cc(C(=O)N3CCC(O)CC3)ccc21 | -0.2
C/C=C(\C)C(=O)N1CC2(CC(c3cccc(NC(=O)CC(c4ccccc4)c4ccccc4)c3)=NO2)C[C@H]1C(N)=O (stereo partly drawn) | 0.13
COc1c2ccoc2c(OC[C@@H](O)C(C)(C)O)c2oc(=O)ccc12 | 0.025
COC(=O)C1=COC(OC2OC(CO)C(O)C(O)C2O)C2C1C=CC2(O)CO (stereo not drawn) | 0.12
Cc1ccc(CNC(=O)c2ccc3c(c2)S(=O)(=O)c2ccccc2C3=O)o1 | -0.059
CC(=O)N1CCN(c2ccc(NC(=O)c3ccccc3Br)cc2Cl)CC1 | 0.26
CC(C)CC(NC(=O)OC(C)(C)C)c1cn([C@@H](CCCCNC(=O)OC(C)(C)C)C(=O)N2CCN(C(=O)OC(C)(C)C)CC2)nn1 (stereo partly drawn) | 1.3
O=C(C1=C[C@H](c2ccccc2)C[C@H](OCCCCO)O1)N1CCOCC1 | -0.66
CC(=O)n1cc([C@@H]2C=C(C(=O)Nc3ccccc3)O[C@H](OCCCCO)C2)c2ccccc21 | -0.019
COc1cc(NC(=O)c2cc(C)on2)cc(C(=O)Nc2cccc(C(F)(F)F)c2)c1 | -0.89
CC1(OC(=O)c2ccco2)C(=O)C=C2C=C(c3ccc(C#N)cc3)OC=C2C1=O (stereo not drawn) | -0.26
CCOC(=O)CN1C(=O)N[C@@H](c2cccs2)C(C(=O)OC)=C1C | 0.86
O=C(C1=C[C@H](C2CC2)C[C@H](OCc2ccc(CO)cc2)O1)N1CCN(Cc2ccccc2)CC1 | 0.75
COC(=O)C1N[C@@H]([C@@H](NC(=O)COc2ccccc2)C(=O)NCc2ccccc2)SC1(C)C (stereo partly drawn) | 0.7
Cn1c(=O)c(C(=O)COC(=O)c2cc(C3CC3)nc3ccccc23)c(N)n(Cc2ccccc2)c1=O | 1.9
O=C(NCc1nc2ccccc2[nH]1)C1=C[C@@H](c2ccc(C(F)(F)F)cc2)C[C@@H](OCc2ccc(CO)cc2)O1 | -0.11
COc1ccc(C(=O)Nc2ccc3oc(-c4cccc(Cl)c4)cc(=O)c3c2O)cc1 | -0.66

Next part.
SMILES	DAT uptake mod
C/C=C(/C)C(=O)O[C@H]1[C@@H](O)c2c(ccc3ccc(=O)oc23)OC1(C)C	0.37
CCCOc1cc2c(C#N)c(N3CCCC3)nc(N)c2c(N)n1	0.79
Cc1ccc(S(=O)(=O)N2CCC(=O)N(C(COCc3cccc(C)c3)C(C)C)CC2)cc1 (stereo not drawn)	-0.34
COc1c(C(CC(C)C)OC(C)=O)ccc2c1C(=O)OCc1cc(C)cc(O)c1O2 (stereo not drawn)	0.54
C#CCOCCOCCOCCNc1nc(N2CCOCC2)nc(N2CCN(C(=O)[C@H](Cc3cc4ccccc4[nH]3)n3cc([C@@H](N)C(C)CC)nn3)CC2)n1 (stereo partly drawn)	-1.1
C[C@@H]1CCC[C@]2(O[C@@H](CCO)C[C@H](O)[C@H]2O)O1	-0.4
COc1ccc2c(c1)CCNC2Cc1ccc(OC)c(O)c1 (stereo not drawn)	-0.65
Cc1cc(CNC(=O)C(C)Cc2ccccc2)nn1C (stereo not drawn)	0.34
Cc1cc(C)nc(NC(=O)CSc2ccccn2)n1	0.0091
NCCNC(=O)Cc1cccc(NC(=O)Cc2ccc(Nc3ncnc4c3ncn4[C@@H]3O[C@H](CO)[C@@H](O)[C@H]3O)cc2)c1	0.25
CCOC(=O)CN1C(=O)N[C@@H](c2cccc(C(F)(F)F)c2)[C@H](C(C)=O)[C@H]1C	0.23
C=C1CCN([C@@H](C)C(=O)OCc2cccc(C)c2)S(=O)(=O)c2ccccc21	0.25

Sorted by heavy-atom count (ascending): part of the list above.
SMILES	DAT uptake mod
C[C@@H]1CCC[C@]2(O[C@@H](CCO)C[C@H](O)[C@H]2O)O1	-0.4
CCCOc1cc2c(C#N)c(N3CCCC3)nc(N)c2c(N)n1	0.79
C/C=C(/C)C(=O)O[C@H]1[C@@H](O)c2c(ccc3ccc(=O)oc23)OC1(C)C	0.37
